Assay outcomes from PubChem.
HKDC1 inh: inhibitors of human hexokinase HKDC1 | Q2TB90 | recombinant HKDC1, G6PDH/diaphorase resazurin coupled fluorescence | inhibition, % at 20 µM | 340,000 tested, 0.16% active;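 active means inhibition above about 35% when tested at 20 µM, limit read from the data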;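 further: plate controls were DMSO wells with enzyme for no effect and DMSO wells lacking enzyme for full effect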
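Incubation: 90 min at room temperature in dark / Material: recombinant HKDC1 (HK5) hexokinase enzyme, produced in-house / Quantity: enzyme 5 µg/mL final / Compound: one dose of 20 µM, 1% DMSO / Reagent: glucose and ATP substrates / Buffer or medium: Tris pH 8.0 buffer with MgCl2, Tween-20, BSA, BME / Technique: resorufin fluorescence at 613 nm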
SENP6 block: SENP6 protease inhibition. Q9GZR1. inhibition, % at 10 µM. 330,000 tested, 1.8% active. Recombinant SENP6 catalytic domain, aminoluciferin luminescence;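 active means inhibition above about 50% at the single tested dose, limit read from the data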;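 further: plate controls were DMSO wells with enzyme for no effect and DMSO wells lacking enzyme for full effect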
beta cell repl: MIN6 beta-cell proliferation induction | MIN6 cells proliferation, ATPlite luminescence, 48 h; cells starved in 0.2% serum; 100% = growth in 10% serum | proliferation, % at 10 µM | 330,000 tested, 0.29% active;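 active means compounds whose signal lies at least 3.5 SD above the mean of all wells on their plate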;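 further: 0% = DMSO-treated cells in low-serum medium and 100% = 10% serum control; some compounds called inactive have numbers as strong as hits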
SENP8 block-1: blocks human SENP8 cleavage of Nedd8 substrate. recombinant SENP8, Nedd8 substrate fluorescence. inhibition, % at 20 µM. 360,000 tested, 0.64% active. AID 602440; in the data active means inhibition mostly above about 40%, no sharp cut-off; inactive means mostly below about 27%
Target sequence (Q96LD8 whole entry, looked up): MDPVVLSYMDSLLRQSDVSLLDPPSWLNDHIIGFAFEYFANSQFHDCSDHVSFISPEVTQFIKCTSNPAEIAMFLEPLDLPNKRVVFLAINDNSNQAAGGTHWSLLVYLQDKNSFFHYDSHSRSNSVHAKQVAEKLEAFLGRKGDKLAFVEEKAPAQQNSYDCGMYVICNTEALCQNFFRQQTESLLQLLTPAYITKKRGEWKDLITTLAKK
SENP1 FRET inh: blocks the human SENP1 SUMO protease catalytic domain; Q9P0U3; recombinant SENP1 catalytic domain, CyPet-SUMO1-YPet FRET cleavage; inhibition, % at 10 µM; 360,000 tested, 0.21% active; AID 624204;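 active means inhibition at least 30% at 10 µM, raw YFP signal under a set limit, fluorescence ratio 0.5 to 1.5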;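 further: 0% = enzyme with DMSO and 100% = no enzyme wells; some results filed as inactive read as strong as hits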
Target sequence (Q9P0U3 419-644 limits assumed): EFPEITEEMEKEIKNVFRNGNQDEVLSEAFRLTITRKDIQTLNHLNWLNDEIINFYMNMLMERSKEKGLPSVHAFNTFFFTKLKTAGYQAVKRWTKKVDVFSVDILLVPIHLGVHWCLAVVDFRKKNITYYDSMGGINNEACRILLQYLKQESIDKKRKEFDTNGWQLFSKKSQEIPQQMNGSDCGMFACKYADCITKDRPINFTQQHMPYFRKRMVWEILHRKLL
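Material: hSENP1 catalytic domain, recombinant; medium: Tris pH 8 with BME, BSA, NP40 and catalase; compound: single concentration of 10 µM compound, 0.5% DMSO final; technique: FRET read of cyan and yellow fluorescence; timing: 50 min enzyme reaction, room temperature, light-protected; reagent: SFCypet-SUMO1-SFYpet substrate at 25 nM; control set: no-enzyme low, enzyme-DMSO high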
SENP8 block-2: inhibitors of human SENP8 protease; Q96LD8; purified SENP8, Z-RLRGG-aminoluciferin cleavage, luminescence; inhibition, % at 10 µM; 330,000 tested, 1.2% active; AID 2540; in the data active means inhibition above about 50%
PfG6PD inh: PfG6PD (Plasmodium falciparum) enzyme inhibition; 350,000 tested, 0.78% active; AID 504690; inhibition, % at 20 µM; PfGluPho enzyme, NADPH resazurin-diaphorase fluorescence;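 active means inhibition reaching at least a set limit at 20 µM in the primary screen, cut at about 59% in these data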;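 further: 0% = DMSO wells with substrate and 100% = DMSO wells lacking glucose-6-phosphate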
SENP7 block: SENP7 protease inhibition; Q9BQF6; 330,000 tested, 1.5% active; recombinant SENP7, Z-RLRGG-aminoluciferin luminescence, 40 min; inhibition, % at 5 µM;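 active means inhibition above about 50% at the single test dose, limit read from the data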;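 further: plate controls were DMSO with enzyme for no effect and no enzyme buffer wells for full effect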
Target sequence (Q9BQF6 706-1050 limits assumed): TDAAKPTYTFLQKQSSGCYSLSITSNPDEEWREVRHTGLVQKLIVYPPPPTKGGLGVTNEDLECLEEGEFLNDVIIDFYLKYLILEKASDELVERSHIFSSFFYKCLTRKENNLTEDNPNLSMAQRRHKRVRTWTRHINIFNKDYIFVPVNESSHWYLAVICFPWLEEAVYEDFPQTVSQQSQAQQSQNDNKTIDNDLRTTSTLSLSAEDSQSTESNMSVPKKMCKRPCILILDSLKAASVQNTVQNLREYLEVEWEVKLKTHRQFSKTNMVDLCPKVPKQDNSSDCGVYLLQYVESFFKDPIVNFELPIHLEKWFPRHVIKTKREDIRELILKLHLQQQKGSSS
UBC13 polyUb: human UBC13 polyubiquitination inhibition; 330,000 tested, 0.47% active; UBC13 polyubiquitin chain formation, TR-FRET; AID 485273; inhibition, % at 20 µM; P61088; in the data active means inhibition above about 45%, passing the limit was not always enough
Target sequence (P61088 whole entry, looked up): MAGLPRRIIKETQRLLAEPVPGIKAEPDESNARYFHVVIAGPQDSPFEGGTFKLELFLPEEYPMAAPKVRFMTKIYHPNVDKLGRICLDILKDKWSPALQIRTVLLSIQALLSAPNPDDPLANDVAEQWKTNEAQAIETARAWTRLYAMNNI
* hit, by the source's call; . = not tested or not shown.

SMILES	HKDC1 inh	SENP6 block	beta cell repl	SENP8 block-1	SENP1 FRET inh	SENP8 block-2	PfG6PD inh	SENP7 block	UBC13 polyUb
O=C(Cn1nnc(-c2cccs2)n1)N1CCOCC1	-6	4	-3	13	2	4	-5	2	-1
CCNc1ccc(C(=O)OCC(=O)Nc2cc(C)on2)cc1[N+](=O)[O-]	-2	-4	3	24	18	1	11	-3	-18
COc1ccc(CC(=O)N(c2ccccc2)c2nc(C)cs2)cc1	-8	14	-2	12	1	8	6	2	0
N#CC1=C(N)N(c2ccccc2)C2=C(C(=O)CCC2)C1c1cccs1 (stereo not given)	20	7	-4	-111	-19	-6	9	9	-22
COc1ccccc1/C=C/C=N/n1c(C2CCCCC2)n[nH]c1=S	-8	0	0	-21	-1	-4	14	5	-19
Cc1ncc(CO)c2cc(S(=O)(=O)c3ccc(F)cc3)c(=O)oc12	2	-16	2	-32	-2	-11	5	-3	-11
Cc1ccc(F)c(Cn2cnc3c(cnn3C(C)(C)C)c2=O)c1Cl	-6	14	-5	4	0	7	10	-6	7
COC(=O)c1ccc2c(c1)S(=O)(=O)NC(=NCCCN1CCOCC1)S2	-5	5	-2	4	-1	5	1	3	-4
COC(=O)c1ccccc1NS(=O)(=O)c1ccc2[nH]c(=O)[nH]c2c1	-2	-6	0	-3	5	-3	-3	1	-3
O=C(NCC(c1cccs1)N1CCOCC1)c1ccc([N+](=O)[O-])cc1 (stereo not given)	-8	8	1	29	0	3	3	4	7
Cc1ccc(CNC(=O)CCNS(=O)(=O)c2ccc(Br)s2)cc1	-4	-13	-2	1	-1	-3	-7	-4	2
COc1cc2c(cc1OC)C(c1cccs1)N(C(=S)NC(C)C)CC2 (stereo not given)	-5	-6	-1	10	3	-9	5	1	-8
O=C(C1CCCN(S(=O)(=O)c2cc(Cl)ccc2Cl)C1)N1CCOCC1 (stereo not given)	-4	-18	-5	0	0	4	17	11	-12
O=C1CN(C(=O)NCC(=O)N[C@H](Cc2ccccc2)C(=O)O)c2ccccc2N1	-1	-4	0	14	-1	0	5	5	3
Cc1cc(C)c(OCC(=O)Nc2ccccc2N2CCCCC2)c(C)c1	6	-12	-8	4	2	0	10	5	-4
O=C(NC1CCS(=O)(=O)C1)Oc1ccccc1 (stereo not given)	-6	-7	-1	25	1	-5	-6	-9	0
Cc1ccc(NC(=O)CCC(=O)n2nc(C)cc2C)c(C)c1	-9	-8	-2	18	0	-1	-5	-10	1
COC(=O)c1ccc(C(=O)Nc2ccc(N)cc2N)cc1	8	9	-4	15	56	6	39	27	-16
Cc1ccccc1NS(=O)(=O)c1ccc(C(=O)N2CCCCCCC2)cc1	-5	8	-3	3	0	7	-4	2	1
O=[N+]([O-])c1cnccc1Nc1cccc(F)c1	0	26	-1	30	0	0	9	4	-5
COc1ccc(-c2cccc(C3CC=CC4C3C(=O)N(Cc3ccccc3)C4c3ccc(OC)c(Cl)c3)c2)cc1 (stereo not given)	0	-11	-8	-20	2	-10	-1	8	-37
Cc1ncc([N+](=O)[O-])n1CCOC(=O)c1ccc(Cl)cc1Cl	-11	-3	3	21	-1	-1	5	8	7
CC(C)Cc1cc(C(=O)Nc2ccc3c(c2)OCO3)no1	-2	66*	-1	9	4	40	17	53*	9
COc1cc(C(C)=O)ccc1Oc1ncccn1	-6	-3	-1	0	1	1	-10	3	1
O=C(CSc1nc2ccccc2c(=O)n1CCCN1CCOCC1)c1c[nH]c2ccccc12	-5	-11	-1	10	-2	-1	14	-4	10

Reprinted from the part before: 4 entries; new compounds follow.
SMILES	HKDC1 inh	SENP6 block	beta cell repl	SENP8 block-1	SENP1 FRET inh	SENP8 block-2	PfG6PD inh	SENP7 block	UBC13 polyUb
Cc1ncc([N+](=O)[O-])n1CCOC(=O)c1ccc(Cl)cc1Cl	-11	-3	3	21	-1	-1	5	8	7
CC(C)Cc1cc(C(=O)Nc2ccc3c(c2)OCO3)no1	-2	66*	-1	9	4	40	17	53*	9
COc1cc(C(C)=O)ccc1Oc1ncccn1	-6	-3	-1	0	1	1	-10	3	1
O=C(CSc1nc2ccccc2c(=O)n1CCCN1CCOCC1)c1c[nH]c2ccccc12	-5	-11	-1	10	-2	-1	14	-4	10
COC(=O)C1(CO)NC(c2cccs2)C2C(=O)N(c3ccccc3)C(=O)C21 (stereo not given)	-4	7	-3	23	11	6	-4	-1	-2
COc1cc(C(=O)NC2(C(F)(F)F)NC(=O)N(CCCc3ccccc3)C2=O)cc(OC)c1OC (stereo not given)	-14	-5	-2	9	1	-2	7	-6	5
Cc1ccc(CN2CCNC(=O)C2CC(=O)N(C)C(C2CC2)C2CC2)o1 (stereo not given)	-1	-6	3	14	0	-2	2	2	1
COc1ccc(S(=O)(=O)NC2CCCC2)cc1Cl	-1	-3	-4	6	1	-2	-23	-3	4
Cc1ccc(C)c(OCCCNC2CCCC2)c1C	-7	1	1	-4	2	-4	-3	-1	3
O=C(N/N=C/c1ccco1)/C(=C/c1cccc([N+](=O)[O-])c1)NC(=O)c1ccccc1	-11	-17	0	14	1	-2	6	-1	-3
Cc1ccc(C)c(OCC(=O)N/N=C/c2ccsc2)c1	0	-13	0	21	2	-10	-2	-7	-9
CC(=O)N1CCN(CC(C)(C)NS(=O)(=O)c2ccccc2)CC1	0	-7	3	7	2	1	1	7	3
CCS(=O)(=O)c1ccc2oc(SCC(=O)N3CCCCC3)nc2c1	-1	14	-5	27	-1	2	-3	-4	-9
COc1ccc(NC(=O)c2cccs2)cc1OC	-10	4	0	11	2	0	-2	7	5
CC1(CCc2ccc(O)cc2)NC(=O)NC1=O (stereo not given)	-5	9	-2	15	1	3	-9	1	4
CCOC(=O)c1c(NC(=O)Cn2nc(C(=O)O)c3ccccc3c2=O)sc2c1CCC(C)C2 (stereo not given)	-7	-2	-4	14	-15	-6	0	-7	-10
CC(C)C(=O)Nc1ccccc1N1CCN(C(=O)c2ccccc2)CC1	-3	-5	-1	13	1	-6	-4	-3	-4
CCOc1ccc(/C=C(\C#N)C(=O)Nc2cccnc2)cc1	-10	-16	1	-2	-1	-8	3	0	4
COc1cc(C(=O)COC(=O)c2cc([N+](=O)[O-])ccc2N2CCOCC2)ccc1OC(F)F	-1	-9	-3	16	0	-8	7	16	-9
CCOC(=O)C1CCN(C(=S)Nc2ccc(S(N)(=O)=O)cc2)CC1	-5	-4	-2	0	2	0	20	-5	4
Cc1ccc2ccccc2c1NC(=O)c1ccco1	-5	15	1	-2	1	6	14	2	5
Clc1ccc(Nc2nc(-c3cccnc3)cs2)cc1	-1	-18	6	7	-1	-15	19	5	3
O=C(NCC1CCCO1)C(C(=O)c1ccccc1)n1ccccc1=O (stereo not given)	0	1	-2	17	2	3	-6	2	2
N#CCC(=O)N/N=C/c1cn(Cc2ccccc2C#N)c2ccccc12	-4	-8	-1	19	0	9	4	-4	7
C(=N\N1CCN(Cc2cccc3ccccc23)CC1)/c1ccco1	-2	-5	-2	20	1	0	9	-8	-7
COc1ccc(-c2c(C)c3cc(O)ccc3oc2=O)cc1OC	-6	3	-1	-292	1	-19	-18	-8	-5
O=S(=O)(Nc1ccc(NS(=O)(=O)c2ccccc2)c(Cl)c1)c1ccccc1	5	.	.	12	2	.	-26	.	.
CCS(=O)(=O)N1CCCC(C(=O)NC2CCCCC2C)C1 (stereo not given)	-5	-3	-4	24	2	1	-21	-5	12
C=CC(=O)Nc1ccc(N(C)c2ccnc(Nc3ccc(N4CCN(C)CC4)cc3)n2)cc1	11	-11	-6	33	0	7	29	-4	85*

An excerpt from above in order of molecular weight, low to high.
SMILES	HKDC1 inh	SENP6 block	beta cell repl	SENP8 block-1	SENP1 FRET inh	SENP8 block-2	PfG6PD inh	SENP7 block	UBC13 polyUb
Cc1ccc(C)c(OCC(=O)N/N=C/c2ccsc2)c1	0	-13	0	21	2	-10	-2	-7	-9
CC(=O)N1CCN(CC(C)(C)NS(=O)(=O)c2ccccc2)CC1	0	-7	3	7	2	1	1	7	3
Cc1ccc(CN2CCNC(=O)C2CC(=O)N(C)C(C2CC2)C2CC2)o1 (stereo not given)	-1	-6	3	14	0	-2	2	2	1
CCOC(=O)C1CCN(C(=S)Nc2ccc(S(N)(=O)=O)cc2)CC1	-5	-4	-2	0	2	0	20	-5	4
O=C(N/N=C/c1ccco1)/C(=C/c1cccc([N+](=O)[O-])c1)NC(=O)c1ccccc1	-11	-17	0	14	1	-2	6	-1	-3
CCOC(=O)c1c(NC(=O)Cn2nc(C(=O)O)c3ccccc3c2=O)sc2c1CCC(C)C2 (stereo not given)	-7	-2	-4	14	-15	-6	0	-7	-10

Next section:
SMILES	HKDC1 inh	SENP6 block	beta cell repl	SENP8 block-1	SENP1 FRET inh	SENP8 block-2	PfG6PD inh	SENP7 block	UBC13 polyUb
Oc1cc(NCCc2cccnc2)cc2cccnc12	4	72*	-5	-158	2	48	2	39	28
COc1ccc(OC)c(C(c2nnnn2CCc2ccccc2)N2CCC(C(N)=O)CC2)c1 (stereo not given)	-5	1	0	-2	1	3	-3	10	-6
COCCNC(=O)C(c1ccc(F)cc1)N(C(=O)CCC(=O)Nc1nccs1)c1ccc(C)cc1 (stereo not given)	-3	-3	-2	18	1	5	-4	1	9
O=C(Cn1c(=O)oc2cc(S(=O)(=O)N3CCCC3)ccc21)N1CCc2ccccc2C1	0	-5	3	6	-1	-8	2	-7	6
COc1cc(CN2CCC(C(=O)NC3CCCC3)CC2)ccc1O	0	-6	-1	20	2	-14	-6	-5	-3
C#CCOC(=O)Nc1ccc(=O)n(Cc2c(Cl)cccc2Cl)c1	-5	16	-3	-236	-5	-13	-22	14	-5
O=C(N/N=C/c1sc(N2CCCCC2)nc1-c1cccs1)c1cccnc1	-37	-10	-5	-178	-27	-9	3	-8	2
COc1ccc(N(CC(=O)Nc2c(C)n(C)n(-c3ccccc3)c2=O)S(=O)(=O)c2ccccc2)cc1OC	-14	-3	-3	-2	1	0	-3	3	21
Cc1ccccc1-c1noc(CCC(=O)NCCc2ccccc2)n1	-6	-2	-3	19	2	2	17	1	5
